Assay outcomes (PubChem)
PolyA inhibitor: polyadenylation inhibitors in yeast reporter cells, primary screen, luminescence, S. cerevisiae; calls only at 12 µM; S. cerevisiae SKY197-pL101 polyadenylation reporter, beta-gal luminescence; efflux-impaired pdr1/pdr3 knockout yeast; score 100 = 6 SD above DMSO; hit rate 0.02% among 300,000;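 active means lowest replicate activity score at least 50, where 100 means six control SD above control mean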;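 further: yeast exposed to compound for 9 h at 30 °C; higher score means more reporter readthrough which indicates perturbed polyadenylation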
hERG rescue: hERG rescue from dofetilide block, primary screen, cell-based, CHO-hERG, FluxOR thallium flux, dofetilide IC70 | Voltage-gated inwardly rectifying potassium channel KCNH2 (Homo sapiens), Q12809 | dofetilide IC70 present | activation (rescue from dofetilide block), less the hit threshold, % at 10 µM | hit rate 0.51% among 310,000;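 active means activation above the mean of controls blocked by dofetilide plus 5 SD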;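 further: thallium influx through hERG after potassium depolarization seen as dye fluorescence rise; in these data hits start at about 4.7%; inactives centre near -7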
GSK3A inh: blockers of GSK3A enzyme activity – biochemical, luminescence, cell-free homogeneous, HTS, primary screen; inhibition, % at 10 µM; AID 2650, 2010; Glycogen synthase kinase-3 alpha (Homo sapiens), P49840; GSK-3 alpha kinase, ADP-Glo luminescence, 60 min; hit rate 0.1% among 320,000;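 in the data active means inhibition above about 50%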;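 further: GST-tagged GSK-3 alpha with peptide substrate and 25 µM ATP; 0% = DMSO neutral wells and 100% = GW8510 positive control wells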
RGS4 act: RGS4 potentiators or activators, primary screen, cell-based, HEK293 M3R inducible RGS4, calcium flux; carbachol calcium flux Fluo4; active compounds read low; B-score at 10 µM; hit rate 0.92% among 310,000; AID 463111, 2010;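 active means B-score of the integrated calcium signal more than 4 SD below the library mean, with starting fluorescence not abnormally high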;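 further: negative B-score means reduced calcium response which marks RGS4 activation or potentiation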
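Also added: carbachol at ECmax as muscarinic agonist stimulus; Assay system: HEK293 cells with stable M3R and inducible RGS4; Timing: overnight RGS4 induction, 30 min dye load 37 °C, 20 min compound RT; Measured by: Fluo4-AM (2 µM) calcium-flux fluorescence, kinetic read.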
RGS4 inh: RGS4 inhibitors, primary screen, cell-based, HEK293 M3R inducible RGS4, calcium flux; Fluo-4 calcium flux; active compounds read high; triggered by carbachol at its EC20; B-score at 10 µM; AID 463165, 2010; hit rate 0.45% among 310,000;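 active means B-score, a plate-corrected calcium signal, over three deviations above library mean, with baseline fluorescence within five deviations of library mean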;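 further: RGS4 expression induced by doxycycline in cells with stable M3 receptor; B-score is computed from the integrated fluorescence ratio over baseline after carbachol; higher B-score means a larger calcium signal and so more RGS4 inhibition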
Target sequence (P49798 whole entry, looked up): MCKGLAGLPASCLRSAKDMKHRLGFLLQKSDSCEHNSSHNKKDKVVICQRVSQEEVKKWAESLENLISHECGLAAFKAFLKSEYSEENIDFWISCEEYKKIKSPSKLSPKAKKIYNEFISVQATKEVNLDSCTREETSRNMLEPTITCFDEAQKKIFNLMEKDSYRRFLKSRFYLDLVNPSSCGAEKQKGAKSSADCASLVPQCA
GSK3beta inhib: human GSK3beta kinase inhibitors, primary screen, biochemical, cell-free homogeneous, HTS; hit rate 0.038% among 300,000; activity score (negative = inhibition), % at 10 µM; AID 2097, 2009; Glycogen synthase kinase-3 beta (Homo sapiens), P49841; GST-GSK3beta kinase, ADP-Glo luminescence, 60 min; active compounds read low;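 active means more than half of replicate wells score below -50%, meaning over 50% inhibition versus plate controls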;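 further: 0% = median DMSO wells and -100% = median GW8510 positive control wells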
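Test system: GST-tagged human GSK3beta kinase, cell-free; evaluation: activity score scaled between in-plate DMSO and GW8510 controls; measured by: ADP-Glo luminescence; incubation: 60 min reaction, RT; benchmarks: DMSO and 20 µM GW8510; reagent: peptide substrate plus 25 µM ATP (final); medium: Tris/MgCl2 kinase buffer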
DYRK1A inh: rat Dyrk1A kinase inhibitors, primary screen, biochemical, single point, plate reader; Dual specificity tyrosine-phosphorylation-regulated kinase 1A (Rattus norvegicus), Q63470; ADP-Glo luminescence, NFATc1 peptide; inhibition, % at 12.5 µM; hit rate 0.43% among 310,000; in the data active means inhibition above about 50%;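 further: plate controls were vehicle with enzyme for no effect and no enzyme for full effect; many of its hits are not listed in these tables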
KCNQ1 act: potentiators or activators of KCNQ1 channel, primary screen, cell-based, thallium flux, high-throughput | B-score at 10 µM | CHO-K1 KCNQ1, thallium flux FluxOR fluorescence; active compounds read high | AID 2648, 2010 | hit rate 0.35% among 310,000 | Potassium voltage-gated channel subfamily KQT member 1 (Homo sapiens), P51787;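 active means fluorescence ratio B-score, a plate-corrected score, at least three library SD, with initial intensity B-score within 5 SD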
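Schedule – 37 °C overnight plating, 90-min dark dye load, 20-min compound pretreatment · System – stable KCNQ1 CHO-K1 line · Probe or stimulus – thallium- and potassium-containing depolarizing buffer · Measured by – kinetic FluxOR fluorescence, 10 s baseline plus 110 s post-stimulus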
KCNQ1 inh: inhibitors of human KCNQ1 channel, primary screen, cell-based, thallium flux, high-throughput; Potassium voltage-gated channel subfamily KQT member 1 (Homo sapiens), P51787; CHO-K1 KCNQ1, FluxOR thallium flux fluorescence; active compounds read high; B-score at 10 µM; hit rate 1.3% among 310,000; AID 2642, 2010;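 active means compounds whose thallium flux B-score, printed positive for inhibition, exceeds three library SD while starting fluorescence stays within three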;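 further: channel opened by potassium depolarization with thallium stimulus after 20 min compound exposure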
KCNK3 block: human KCNK3 channel inhibitors, primary screen, CHO cells, FluxOR thallium flux, B-score | Potassium channel subfamily K member 3 (Homo sapiens), O14649 | FluxOR fluorescence; active compounds read low | B-score at 10 µM | hit rate 0.84% among 340,000;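 active means B-score under library mean minus 4 SD, starting fluorescence ratio at most library mean plus 5 SD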;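 further: more negative B-score means stronger inhibition of thallium flux through KCNK3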
Target sequence (O14649 whole entry, looked up): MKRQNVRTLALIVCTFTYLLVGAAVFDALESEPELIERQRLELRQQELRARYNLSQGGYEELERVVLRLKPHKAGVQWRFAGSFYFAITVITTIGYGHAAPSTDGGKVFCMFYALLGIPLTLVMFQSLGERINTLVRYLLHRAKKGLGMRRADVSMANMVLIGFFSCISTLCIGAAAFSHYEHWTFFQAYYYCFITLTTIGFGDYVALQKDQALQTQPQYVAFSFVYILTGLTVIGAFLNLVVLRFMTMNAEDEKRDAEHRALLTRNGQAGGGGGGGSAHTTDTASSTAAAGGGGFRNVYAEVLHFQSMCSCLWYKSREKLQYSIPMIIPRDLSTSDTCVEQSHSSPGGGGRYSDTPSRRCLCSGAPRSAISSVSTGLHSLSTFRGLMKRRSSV
KCNK9 block: KCNK9 potassium channel inhibitors, primary screen, HEK293 cells, thallium flux. Potassium channel subfamily K member 9 (Homo sapiens), Q9NPC2. hit rate 1.2% among 310,000. AID 488922, 2010. B-score at 10 µM. FluxOR thallium flux fluorescence; active compounds read low;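 active means ratio B-score over 3 SD below the library mean, with starting fluorescence within 5 SD of its mean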;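 further: negative B-score means less thallium flux so channel inhibition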
Target sequence (Q9NPC2 whole entry, looked up): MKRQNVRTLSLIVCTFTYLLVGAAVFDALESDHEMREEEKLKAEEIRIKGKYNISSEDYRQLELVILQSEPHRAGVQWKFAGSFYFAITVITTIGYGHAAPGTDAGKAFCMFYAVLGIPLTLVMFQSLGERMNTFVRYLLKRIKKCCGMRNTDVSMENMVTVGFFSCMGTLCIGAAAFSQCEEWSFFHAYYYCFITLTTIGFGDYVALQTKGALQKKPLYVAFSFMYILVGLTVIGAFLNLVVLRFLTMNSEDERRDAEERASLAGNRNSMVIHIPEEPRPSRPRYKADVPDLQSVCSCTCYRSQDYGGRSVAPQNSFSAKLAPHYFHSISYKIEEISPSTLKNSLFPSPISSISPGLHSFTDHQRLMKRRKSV
An asterisk follows results filed as active; i = inactive; nt = not tested or not shown.

SMILES | PolyA inhibitor | hERG rescue | GSK3A inh | RGS4 act | RGS4 inh | GSK3beta inhib | DYRK1A inh | KCNQ1 act | KCNQ1 inh | KCNK3 block | KCNK9 block
O=C(CCCC(=O)N(CC(=O)NC1CCCCC1)Cc1ccc2c(c1)OCO2)Nc1ccccn1 | i | -8 | 2 | i | i | -5 | 9 | i | i | i | i
CCOC(=O)c1ccc2c(c1)nc(C)n2CC | i | -8 | -2 | i | i | 3 | 4 | i | i | i | i
Nc1nc(Cn2nnc(-c3ccccc3F)n2)nc(N2CCOCC2)n1 | i | -6 | 0 | i | i | -2 | 23 | i | i | i | i
O=C(Nc1ccccc1)c1cc2ccccc2c(=O)s1 | i | -1 | nt | i | i | 3 | 14 | i | i | i | i
Cc1ccc(NC(=O)CC(=O)c2ccccc2)cc1C | i | -9 | -2 | i | i | 1 | -1 | i | i | i | i
CCN1C(=O)/C(=C/c2cnn(CC)c2C)SC1=S | i | 1 | 0 | i | i | -3 | 2 | i | i | i | i
COc1ccc2[nH]c(C)c(C(=O)CN(C)C)c2c1 | i | -3 | -5 | i | i | 2 | 2 | i | i | i | i
Cc1ccccc1C(=O)NCC(=O)c1ccccc1 | i | -12 | -4 | i | i | -2 | nt | i | i | i | i
CCN1CCN(Cc2c(O)ccc3c2O/C(=C\C=C\c2ccccc2)C3=O)CC1 | i | -22 | -1 | i | i | -1 | -2 | i | 6* | i | i
Cc1cc(C)cc(NC(=O)NC2CCN(CC(=O)Nc3cccc(Cl)c3C)CC2)c1 | i | -4 | -2 | i | i | -2 | 3 | i | i | i | i
CCCS(=O)(=O)NCCc1csc(-c2ccc(OC)c(OC)c2)n1 | i | -9 | 1 | i | i | 1 | 5 | i | i | i | i
Cc1nnc2c(NCC(C)c3ccccc3)nc3ccccc3n12 (stereo not drawn) | i | -1 | 2 | i | i | 1 | -2 | i | i | i | i
Cc1[nH]c(=O)[nH]c(=O)c1/C=N/NC(=O)CCNC(=O)OC(C)(C)C | i | -10 | -2 | i | i | 2 | 5 | i | i | i | i
CCOc1ccc(NS(=O)(=O)c2ccc(C(=O)NCC(c3ccc(OC)cc3)N3CCCC3)cc2)cc1 (stereo not drawn) | i | -16 | -3 | i | i | 1 | 0 | i | i | i | i
O=C(COc1ccccc1/C=C\c1[nH]c(=O)[nH]c(=O)c1[N+](=O)[O-])Nc1ccccc1 | i | -3 | 0 | i | i | 1 | 1 | i | i | i | i
O=C(NNC(=O)c1ccc(Cl)s1)c1csc(N2CCOCC2)n1 | i | -16 | -1 | i | i | 5 | -1 | i | i | i | i
CC1CCCC(C)N1/N=C/c1ccc(C(=O)O)cc1 (stereo not drawn) | nt | -7 | -1 | i | i | -1 | 0 | i | i | i | i
Nc1ccc(C(=O)N2CCN(S(=O)(=O)/C=C/c3ccccc3)CC2)cc1[N+](=O)[O-] | i | -10 | -1 | i | i | 2 | 17 | i | i | i | i
CCn1nnnc1-c1ccc(OC)c(S(=O)(=O)Nc2ccc(C(=O)OC)cc2)c1 | i | -9 | -2 | i | i | -3 | -10 | i | i | i | i
O=C(COC(=O)c1ccc(NS(=O)(=O)c2ccc3c(c2)OCCO3)cc1)NCC1CCCO1 (stereo not drawn) | i | 4 | -4 | i | i | 2 | 4 | i | i | i | i
COC(=O)c1cc(NS(=O)(=O)c2ccc(C(C)C)cc2)ccc1N1CCOCC1 | i | -17 | -3 | i | i | -1 | nt | i | i | i | i
Cc1c(C(=O)NNC(=S)Nc2ccc(S(N)(=O)=O)cc2)oc2ccccc12 | i | -7 | 1 | i | i | 1 | 3 | i | i | i | i
O/N=C(/c1ccccc1)c1cc2cc(Br)cc(Br)c2o1 | i | -5 | 0 | i | i | 3 | -1 | i | i | i | i
CCc1ccc2oc(-c3cc(N)ccc3O)nc2c1 | i | -8 | 3 | i | i | 1 | -2 | i | i | i | i
CCS(=O)(=O)Nc1ccc(Cc2ccncc2)cc1 | i | -8 | 1 | i | i | 2 | -6 | i | i | i | i
O=S1(=O)CC(O)C(Nc2ccccc2)C1 (stereo not drawn) | i | -17 | -4 | i | i | -1 | 3 | i | i | i | i
CCOC(=O)c1ccc(N2C(=O)CC(NNC(=O)c3ccc(Br)s3)C2=O)cc1 (stereo not drawn) | i | -9 | -1 | i | i | 1 | nt | i | i | i | i
Cc1cccc(N(CC(=O)NC(C)(C)C)C(=O)CS(=O)CC(=O)Nc2ccc3c(c2)OCO3)c1 (stereo not drawn) | i | -12 | 1 | i | i | -3 | -2 | i | i | i | i
CCOC(=O)c1cc[nH]c1C | i | -9 | nt | i | i | 1 | 2 | i | i | i | i
COCCOC(=O)C1=C(C)NC(=O)NC1c1ccco1 (stereo not drawn) | i | -7 | -2 | i | i | 1 | nt | i | i | i | i
N#CCC(=O)NNC(=S)NC(=O)C(c1ccccc1)c1ccccc1 | i | -8 | -1 | i | i | 2 | 43 | i | i | i | i
O=C(NCCCN1CCCCCC1)C1CCCN(S(=O)(=O)c2cccc3nsnc23)C1 (stereo not drawn) | nt | -11 | 3 | i | i | 0 | nt | i | i | i | i
COc1cccc(-c2nc(NCc3cccnc3)c3ccccc3n2)c1O | i | -4 | 7 | i | i | 0 | 0 | i | i | i | i
CCn1c(CNC(=O)c2ccccc2F)cc2cc(C)ccc21 | i | -9 | 1 | i | i | 1 | -6 | i | i | i | i
COc1ccc(NC(=O)Nc2nnc(-c3ccccc3SCc3ccccc3)s2)cc1 | i | -7 | -7 | i | i | 8 | 7 | i | i | i | i
COc1ccc(CCN2CC(C(=O)O)CC2=O)cc1OC (stereo not drawn) | i | 0 | 0 | i | i | -1 | 3 | i | i | i | i
COc1ccc(CC(=O)Nc2ccc3c(c2)C(=O)N(CCC(=O)O)C3=O)cc1 | i | -9 | -1 | i | i | 1 | 10 | i | i | i | i
Cc1csc2ncc(C(=O)Nc3ccccc3F)c(=O)n12 | i | -6 | 0 | i | i | 2 | 2 | i | i | i | i
Cc1ccc(CNC(=O)CCc2nnc3ccc(NCCCN4CCCC4=O)nn23)cc1 | i | -6 | 0 | i | i | -2 | -3 | i | i | i | i
O=[N+]([O-])c1cc(C(F)(F)F)ccc1NCCCCNS(=O)(=O)c1ccc(Cl)cc1 | i | -9 | -1 | i | i | 3 | -11 | i | i | i | i
O=C(NCc1cccs1)c1cc2c(s1)CCCC2 | i | -8 | 0 | i | i | -5 | 6 | i | i | i | i
CS(=O)(=O)NCc1nnc(SCc2ccccc2C(F)(F)F)o1 | i | -2 | 2 | i | i | -2 | 2 | i | i | i | i
O=C(NCCCOc1cccc(CN2CCCCC2)c1)c1ccc(Cl)c(Cl)c1 | i | -15 | 3 | i | i | 1 | 2 | i | i | i | i
CC(=O)Nc1cccc(-n2nnc(SCC(=O)c3ccccc3)n2)c1 | i | -7 | -4 | i | i | 4 | nt | i | i | i | i
N#Cc1c2c(c(NCCOCCO)n3c1nc1ccccc13)CCCC2 | i | -14 | 6 | i | i | -13 | nt | i | i | i | i
O=C1C(Cl)=C(N2CCCCCC2)C(=O)N1c1ccc(Cl)cc1 | i | -11 | -5 | i | i | 1 | nt | i | i | i | i
O=C(COC(=O)C1CC2C=CC1C2)NCc1ccc(F)cc1 (stereo not drawn) | i | -3 | -2 | i | i | -1 | -6 | i | i | i | i
CCOc1ccc(-n2c(C)c(C(C)=O)c3cc(OC(C)=O)ccc32)cc1 | i | -11 | -2 | i | i | -6 | -4 | i | i | i | i
S=c1[nH]nc(-c2ccco2)n1/N=C/C=C/c1ccccc1 | i | -13 | 1 | i | i | 2 | 1 | i | i | i | i
COc1ccc(NC(=O)c2sc(SC)nc2N)cc1 | i | 5.1* | 5 | i | i | -5 | -4 | i | i | i | i
O=C(COc1ccccc1)Nc1ccccc1Cl | i | -7 | -3 | i | i | 1 | 3 | i | i | i | i
COc1ccc(CNC(=O)CCN2C(=O)c3ccccc3S2(=O)=O)cc1 | i | -4 | -1 | i | i | 2 | -2 | i | i | i | i
CC(C)c1ccccc1NC(=O)COC(=O)C1(C)CC1(Cl)Cl (stereo not drawn) | i | -7 | -1 | i | i | 2 | nt | i | i | i | i
Cc1ccc(S(=O)(=O)N2CCN(S(=O)(=O)N3CCC(C)CC3)CC2)cc1C | i | -1 | -1 | i | i | 1 | 1 | i | i | i | i
CC(C)C(=O)Nc1cccc(NC(=O)c2cccnc2)c1 | i | -6 | 9 | i | i | 2 | 4 | i | i | i | i
COc1ccc(C(=O)NC(C)Cn2nc(C)cc2C)cc1OC1CCN(C(C)=O)CC1 (stereo not drawn) | i | -2 | -2 | i | i | -1 | 1 | i | i | i | i
O=C(CCN1C(=O)c2ccccc2C1=O)Nc1ccc(-c2nc3ccccc3o2)cc1 | i | -7 | 2 | i | i | -2 | 4 | i | i | i | i
O=C1CC(NN2CCCCC2)C(=O)N1c1ccccc1 (stereo not drawn) | i | -8 | -4 | i | i | 1 | -4 | i | i | i | i

An excerpt. The share of hits here may be higher or lower than overall.
